Screening results from PubChem BioAssay.
RGS4 act: RGS4 potentiation or activation; HEK293 M3R/inducible RGS4, carbachol calcium flux Fluo4; hits give low values; B-score at 10 µM; actives 0.92% (n = 310,000); AID 463111;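 active means B-score of the integrated calcium signal more than 4 SD below the library mean, with starting fluorescence not abnormally high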;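 further: negative B-score means reduced calcium response which marks RGS4 activation or potentiation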
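Detection: kinetic calcium fluorescence imaging with Fluo4-AM dye, 2 µM / Material: HEK293 cells with stable M3R and inducible RGS4 / Schedule: recording 10 s baseline at 1 Hz, 100 s post-agonist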
ANO1 activ: activators or potentiators of mouse TMEM16A chloride channel | HEK293 TMEM16A/YFP-H148Q/I152L, iodide quench fluorescence; hits give low values | B-score at 10 µM | actives 0.3% (n = 340,000);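 active means fluorescence-ratio B-score plate-corrected deviation score at least 3 library SD below zero, with starting fluorescence score within 5 deviations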;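 further: channel opened by trigger with iodide after compound preincubation; score built on the fluorescence ratio of max minus min over baseline; more negative score means more quench and so TMEM16A activation or potentiation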
Target sequence (Q8BHY3 whole entry, looked up): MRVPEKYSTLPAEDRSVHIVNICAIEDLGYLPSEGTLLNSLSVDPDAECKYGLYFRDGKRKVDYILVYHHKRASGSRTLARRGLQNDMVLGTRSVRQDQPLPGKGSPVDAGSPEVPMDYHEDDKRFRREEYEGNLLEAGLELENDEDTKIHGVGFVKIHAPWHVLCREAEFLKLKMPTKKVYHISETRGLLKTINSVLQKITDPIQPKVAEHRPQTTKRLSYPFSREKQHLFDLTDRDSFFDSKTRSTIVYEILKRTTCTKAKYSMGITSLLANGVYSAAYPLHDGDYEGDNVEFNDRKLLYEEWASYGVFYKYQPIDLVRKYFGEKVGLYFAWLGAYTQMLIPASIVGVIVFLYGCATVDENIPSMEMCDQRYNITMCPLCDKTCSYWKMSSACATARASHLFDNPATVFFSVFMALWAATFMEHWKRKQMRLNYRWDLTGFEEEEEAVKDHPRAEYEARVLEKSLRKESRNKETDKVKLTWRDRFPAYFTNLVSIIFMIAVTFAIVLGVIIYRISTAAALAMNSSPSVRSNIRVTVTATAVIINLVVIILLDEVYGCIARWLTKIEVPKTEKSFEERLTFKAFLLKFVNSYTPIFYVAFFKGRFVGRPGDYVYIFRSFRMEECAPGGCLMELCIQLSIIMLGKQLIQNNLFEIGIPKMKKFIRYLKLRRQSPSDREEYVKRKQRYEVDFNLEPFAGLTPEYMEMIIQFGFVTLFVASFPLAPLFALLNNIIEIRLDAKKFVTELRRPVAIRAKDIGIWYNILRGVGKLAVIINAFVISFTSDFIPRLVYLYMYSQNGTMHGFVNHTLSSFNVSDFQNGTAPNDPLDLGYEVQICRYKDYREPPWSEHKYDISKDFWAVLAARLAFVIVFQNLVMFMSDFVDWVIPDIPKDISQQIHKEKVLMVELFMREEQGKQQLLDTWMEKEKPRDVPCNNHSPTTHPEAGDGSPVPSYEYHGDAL
KCNQ1 act: human KCNQ1 channel potentiation or activation | AID 2648 | P51787 | B-score at 10 µM | actives 0.35% (n = 310,000) | CHO-K1 KCNQ1, thallium flux FluxOR fluorescence; hits give high values;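 active means fluorescence ratio B-score, a plate-corrected score, at least three library SD, with initial intensity B-score within 5 SD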
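Medium – assay buffer, equal DMSO in all wells · Material – CHO-K1 cell line with stable KCNQ1 potassium channel expression · Signal – kinetic FluxOR thallium fluorescence, 10-s 1-Hz baseline, 110-s post-stimulus read · Compound – single concentration per compound, DMSO matched to controls · Schedule – 37 °C overnight plating, 90-min dark dye load, 20-min compound pretreatment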
MrgX1 allo act: allosterically activates human MrgX1 receptor signaling; Q96LB2; MrgX1-HEK293, Fluo-4 calcium flux, FDSS; hits give high values; B-score at 10 µM; actives 0.63% (n = 310,000); AID 588675;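 active means plate-corrected calcium response at least 3 library SD above typical, normal starting fluorescence, not activating the receptor alone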;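 further: compound read alongside a low EC10 to EC30 dose of BAM8-22 agonist; peak minus trough fluorescence over baseline measured at the second addition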
hERG rescue: hERG (human) protection from proarrhythmic block | Q12809 | CHO-hERG, FluxOR thallium flux, dofetilide IC70 present | activation (rescue from dofetilide block), less the hit threshold, % at 10 µM | actives 0.51% (n = 310,000) | AID 1511;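 active means activation above the mean of controls blocked by dofetilide plus 5 SD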;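 further: thallium influx through hERG after potassium depolarization seen as dye fluorescence rise; in these data hits start at about 4.7%; inactives centre near -7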
TMEM16A inh: inhibitors of mouse TMEM16A calcium-activated chloride channel; Q8BHY3; normalized B-score (activity score, 25-100; higher = stronger inhibition) at 10 µM; AID 588511; HEK293 TMEM16A/YFP iodide influx fluorescence, ionomycin; actives 1.2% (n = 310,000);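 active means ratio plate-corrected score three or more library SD toward inhibition, starting fluorescence score within five deviations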;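 further: score derived from kinetic fluorescence span divided by baseline fluorescence per well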
KCNK3 inh: human KCNK3 channel inhibition, primary screen; O14649; CHO-KCNK3 thallium flux, FluxOR fluorescence; hits give low values; B-score at 10 µM; actives 0.84% (n = 340,000);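 active means B-score under library mean minus 4 SD, starting fluorescence ratio at most library mean plus 5 SD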;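 further: more negative B-score means stronger inhibition of thallium flux through KCNK3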
RGS4 inh: human RGS4 inhibition; actives 0.45% (n = 310,000); B-score at 10 µM; HEK293 M3R/RGS4 inducible, Fluo-4 calcium flux; hits give high values; triggered by carbachol at its EC20; P49798; AID 463165;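 active means B-score, a plate-corrected calcium signal, over three deviations above library mean, with baseline fluorescence within five deviations of library mean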;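 further: RGS4 expression induced by doxycycline in cells with stable M3 receptor; B-score is computed from the integrated fluorescence ratio over baseline after carbachol; higher B-score means a larger calcium signal and so more RGS4 inhibition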
KCNQ1 inh: inhibitors of human KCNQ1 potassium channel; P51787; CHO-K1 KCNQ1, FluxOR thallium flux fluorescence; hits give high values; B-score at 10 µM; actives 1.3% (n = 310,000); AID 2642;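 active means compounds whose thallium flux B-score, printed positive for inhibition, exceeds three library SD while starting fluorescence stays within three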;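 further: channel opened by potassium depolarization with thallium stimulus after 20 min compound exposure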
KCNK9 inh: human KCNK9 channel inhibition; AID 488922; Q9NPC2; actives 1.2% (n = 310,000); B-score at 10 µM; HEK293 KCNK9, FluxOR thallium flux fluorescence; hits give low values;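 active means ratio B-score over 3 SD below the library mean, with starting fluorescence within 5 SD of its mean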;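 further: negative B-score means less thallium flux so channel inhibition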
MrgX1 agonist: agonists of human MrgX1 receptor. actives 0.44% (n = 310,000). MrgX1-HEK293 cells, Fluo-4 calcium fluorescence, agonist mode; hits give high values. Q96LB2. AID 588627. B-score at 10 µM;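 active means calcium response B-score plate-corrected fluorescence ratio at least 3 library SD, with starting fluorescence B-score inside 5 SD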
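Test system: HEK293 cells stably expressing human MrgX1 receptor; amount: 15,000 cells per well; doses: compound delivered in addition one of three; times: overnight plating before 1 h dye loading; detection: Fluo-4 NW calcium-flux fluorescence, kinetic read; read-out basis: B-scored fluorescence response ratio; controls: positive and negative controls per plate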
An asterisk follows results filed as active; i = inactive; x = no result given. An unsorted share of the library. Share with any hit: about 6.3%.

SMILES | RGS4 act | ANO1 activ | KCNQ1 act | MrgX1 allo act | hERG rescue | TMEM16A inh | KCNK3 inh | RGS4 inh | KCNQ1 inh | KCNK9 inh | MrgX1 agonist
CC(=O)C1=C(C)NC(=O)NC1c1cccc(O)c1 (centres undefined) | i | i | i | i | -11 | i | i | i | i | i | i
CCc1ccc(-n2nc3ccc(NC(=O)c4ccc5c(c4)OCO5)cc3n2)cc1 | i | i | i | i | -10 | i | i | i | i | i | i
CC1=Nc2ncnn2C(c2ccccc2)/C1=N\O (centres undefined) | i | i | i | i | -12 | i | i | i | i | i | i
CCOC(=O)c1cc2c(ccn2C)n1CC(=O)N1CCN(c2cccc(C(F)(F)F)c2)CC1 | i | i | i | i | -6 | i | i | i | i | i | i
COCCN(C(=O)c1ccc(OCC(C)C)cc1)c1c(N)n(Cc2ccccc2)c(=O)[nH]c1=O | i | i | i | i | -10 | i | i | i | i | i | i
Cc1ccc(Cn2cnc3ccccc32)cc1C | i | i | i | i | -10 | i | i | i | i | i | i
Cn1c(NCc2ccco2)nc2c1c(=O)n(Cc1ccc(Cl)cc1)c(=O)n2C | i | i | i | i | -6 | i | i | i | i | i | i
CCOc1cc(C(=O)NC(=S)Nc2ccc(Cl)c(C(=O)O)c2)cc(OCC)c1OCC | i | i | i | i | -19 | i | i | i | i | i | i
COc1ccc2nc(NCCNC(=S)NCCCN3CCOCC3)c(C#N)cc2c1 | i | i | i | i | -9 | i | i | i | i | i | i
CCOC(=O)C1C(=O)NC(N2CCN(c3ccccc3)CC2)=NC1c1ccco1 (centres undefined) | i | i | i | i | -20 | i | i | i | i | i | i
O=C(O)c1ccc2c3n(nc2c1)-c1ccc(Cl)cc1CO3 | i | x | i | i | 0 | i | x | i | i | i | i
CS(=O)(=O)C1=NSC2=NC(=O)/C(=C\c3ccc(OS(=O)(=O)c4ccccc4)cc3)C(=N)N21 | i | i | i | 30* | -15 | i | i | i | i | i | i
CCCCCC[n+]1c(-c2ccccc2)csc1Nc1ccccc1 | i | i | i | i | -4 | i | i | i | i | i | i
O=C(Cc1ccc(Br)cc1)Nc1ncc([N+](=O)[O-])s1 | i | i | i | i | -5 | i | i | i | i | i | i
NS(=O)(=O)c1c(Sc2ccccc2C(=O)O)ccc2ccccc12 | i | i | i | i | -5 | i | i | i | i | i | i
Oc1ccccc1N1CCN(c2ccc3ccccc3n2)CC1 | i | i | i | i | -7 | i | i | i | i | i | i
O=C(COc1ccc2ccccc2c1)N1CCN(C(=O)c2ccco2)CC1 | i | i | i | i | 0 | i | i | i | i | i | i
CN(C(=O)COC(=O)/C=C/c1cccs1)c1c(N)n(Cc2ccccc2)c(=O)[nH]c1=O | i | i | i | i | -11 | i | i | i | i | i | i
CCOC(=O)Cc1csc(SCC(=O)NC2CCC(C)CC2)n1 (centres undefined) | i | i | i | i | -8 | i | i | i | i | i | i
CNc1ccccc1C(C)(C)c1cc(-c2cc(C)cc(C)c2)no1 | i | i | i | i | -5 | i | i | i | i | i | i
O=C(C1Cc2ccccc2CN1S(=O)(=O)c1cccs1)N1CCCCCC1 (centres undefined) | i | i | i | i | -4 | i | i | i | i | i | i
Cc1onc(-c2c(F)cccc2Cl)c1C(=O)OCC(=O)NC(N)=O | i | i | i | i | -10 | i | i | i | i | i | i
CCOC(=O)c1ccc(NC(=O)CN2C(=O)CNC2=O)cc1 | i | i | i | i | -8 | i | i | i | i | i | i
Cc1cc(C(=O)N2CCC(C(F)(F)F)n3nccc32)on1 (centres undefined) | i | i | i | i | -11 | i | i | i | i | i | i
CSc1ccc(Cl)c(C(=O)OCC(=O)NC2CC2)c1 | i | i | i | i | -7 | i | i | i | i | i | i
CCc1sc(-c2ccccc2)nc1C(=O)OC | i | i | i | i | -2 | i | i | i | i | i | i
CCC1(CC)Cc2ccccc2-c2nc(NCCCO)[nH]c(=O)c21 | i | i | i | i | -8 | i | i | 37* | i | i | i
Cc1cc(C)cc(NC(=O)C2CCN(S(=O)(=O)c3ccc4[nH]c(=O)ccc4c3)CC2)c1 | i | i | i | i | -9 | i | i | i | i | i | i
C=CCc1c(C)nc(SC)nc1Nc1ccc(C(=O)O)cc1 | i | i | i | i | -21 | i | i | i | i | i | i
CC1CCC/C(=C\Nc2ccc3c(c2)OCO3)C1=O (centres undefined) | i | i | i | i | -11 | i | i | i | i | i | i
N#CC/C(N)=N/NC(=O)CCCNc1ncc(C(F)(F)F)cc1Cl | i | i | i | i | -8 | i | i | i | i | i | i
Cc1cc(C(=O)N/N=C/c2c[nH]c3ccccc23)cs1 | i | i | i | i | -14 | i | i | i | i | i | i
COc1cc(C(=O)OC2CCN(C)CC2)cc(OC)c1OC | i | i | i | i | -8 | i | i | i | i | i | i
CCOc1ccccc1/C=c1\sc2nc(-c3ccco3)nn2c1=O | i | i | i | i | -11 | i | i | i | i | i | i
COc1ccc(N(CC(=O)Nc2ccccc2C(=O)NCC(C)C)S(C)(=O)=O)cc1 | i | i | i | i | -3 | i | i | i | i | i | i
O=C(CCN1CCOCC1)N1c2ccccc2Sc2ccc(Cl)cc21 | -8.9* | i | i | i | -4 | i | i | i | i | i | i
Cc1nn(CCCC(=O)NCCc2ccccc2)c(=O)c2nccn12 | i | i | i | i | -5 | i | i | i | i | i | i
Cc1cc(C)n(-c2ccc(C(=O)Nc3cc(C(F)(F)F)ccc3N3CCOCC3)cc2)n1 | i | i | i | i | -4 | i | i | i | i | i | i
CCC(C(=O)NC1CCCCC1)n1c(SCc2cccc(F)c2)nc2ccncc21 (centres undefined) | i | i | i | i | -9 | i | i | i | i | i | i
CC(C)COP(=O)(c1ccc(N(C)C)cc1)C(O)c1ccccc1 (centres undefined) | i | i | i | i | -2 | i | i | i | i | i | i
O=C(CSc1cccc[n+]1[O-])NCC1CCCCC1 | i | i | i | i | -4 | i | i | i | i | i | i
CCOc1c(Br)cc(CNc2ccc3c(c2)OCCO3)cc1OC | i | i | i | i | -7 | i | i | i | i | i | i
COc1ccc(CCNC(=O)C2CC(c3ccccc3F)=NO2)cc1 (centres undefined) | i | i | i | i | -7 | i | i | i | i | i | i
O=C(c1ccc2c(=O)n(-c3ccccc3)c(=O)[nH]c2c1)N1CCN(c2ccc(F)cc2)CC1 | i | i | i | i | -12 | i | i | i | i | i | i
COc1ccc(N(C(=O)c2ccco2)S(=O)(=O)c2cc(OC)ccc2OC)cc1 | i | i | i | i | -3 | i | i | i | i | i | i
CCOC(=O)c1sc(NC(=O)c2cncc(Br)c2)nc1C | i | x | i | x | 1 | x | x | i | i | i | x
CCOC(=O)CSc1snnc1C | i | i | i | i | -1 | i | i | i | i | i | i
CCCN(CC(=O)Nc1ccc(F)c(F)c1F)CC(=O)Nc1c(Cl)cccc1Cl | i | i | i | i | -8 | i | i | i | i | i | i
CCC(=O)Nc1ccc(N2CCCCC2)c(C(=O)Nc2ccc(OC)cc2)c1 | i | i | i | i | -11 | i | i | i | i | i | i
COc1ccc2nc(NC(=O)[C@@H]3CCCN3C(=O)c3cccs3)sc2c1 | i | i | i | i | -11 | i | i | i | i | i | i
O=C(c1ccccn1)N(CC1CCCO1)C1(C(=O)NC2CCCCC2)CCCCC1 (centres undefined) | i | i | i | i | -5 | i | i | i | i | i | i
COc1ccccc1Nc1c2ccccc2nc2ccccc12 | i | i | i | i | -12 | i | i | i | i | i | i
CCOC(=O)CSc1nc2ccccc2c(=O)n1NC(=O)c1ccccc1 | i | i | i | i | -13 | i | i | i | i | i | i
COc1ccc(CCNC(=O)c2c(O)c3c([nH]c2=O)CCCC3)cc1 | i | i | i | i | -7 | i | i | i | i | i | i
O=C(COc1ccccc1-c1ccccc1)NCCN1C(=O)S/C(=C\c2cccnc2)C1=O | i | i | i | i | -9 | i | i | i | i | i | i
COCc1cc(CNC(=O)C2CCC(=O)N(Cc3ccccc3F)C2)[nH]n1 (centres undefined) | i | i | i | i | -10 | i | i | i | i | i | i
O=c1oc(-c2ccccc2)nc2c1C1(CCCCC1)Cc1ccccc1-2 | i | i | i | i | -8 | i | i | i | i | i | i
COC(=O)c1nc(NC2=NCCCCC2)n[nH]1 | i | i | i | i | 2 | i | i | i | i | i | i
CCc1ccccc1NC(=O)CSc1nnc(C2CC2)n1CC1CCCO1 (centres undefined) | i | i | i | i | -7 | i | i | i | i | i | i
CC1CCN(S(=O)(=O)c2cccc(C(=O)NNC(=O)c3ccco3)c2)CC1 | i | i | i | i | -7 | i | i | i | i | i | i
Next results follow:
SMILES | RGS4 act | ANO1 activ | KCNQ1 act | MrgX1 allo act | hERG rescue | TMEM16A inh | KCNK3 inh | RGS4 inh | KCNQ1 inh | KCNK9 inh | MrgX1 agonist
Cc1ccc(NC(=O)c2cc3c(=O)oc4ccc(C)cc4c3s2)nc1 | i | x | i | i | -4 | i | x | i | i | i | i
Clc1nc(Cl)nc(N(c2ccccc2)c2ccccc2)n1 | i | i | i | i | -8 | i | i | i | i | i | i
CCCCCC(=O)N1CCN(CCN=CC2=C(O)CC(c3ccco3)CC2=O)CC1 (centres undefined) | i | i | i | i | -11 | i | i | i | i | i | i
O=c1c2ccc([N+](=O)[O-])cc2ncn1CCOc1ccc(Cl)cc1 | -8.2* | i | i | i | -14 | i | i | i | i | i | i
CC(=O)Nc1cccc(NC(=O)c2ccc([N+](=O)[O-])cc2Cl)c1 | i | i | i | i | -5 | i | i | i | i | i | i
COc1cc(C2CC(=O)Nc3cc(C)c(C)cc32)cc(OC)c1OC (centres undefined) | i | i | i | i | -4 | i | i | i | i | i | i
